Screening results from PubChem.
CHOP inh = blocks CHOP induction under ER stress; 220,000 tested, 3.8% active; inhibition, % at 10 µM; CHO-K1 CHOP-promoter luciferase, tunicamycin-induced, 15-18 h;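 active = compounds that reduced the stress-induced luciferase reporter signal by more than about 70% of percent inhibition, limit read from the data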;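 note: 0% = tunicamycin plus vehicle and 100% = wells without tunicamycin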
NPY-Y1 antag = NPY-Y1 (human) receptor antagonism. 200,000 tested, 1% active. inhibition, % at 3.6 µM. HEK293-CNG Y1 cells, membrane potential fluorescence; NPY at EC95, then isoproterenol. AID 1040. P25929;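 active = inhibition above the campaign mean inhibition of all tested compounds plus 3 SD, cut at about 20% in these data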;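 note: 0% = DMSO wells given NPY plus isoproterenol and 100% = isoproterenol alone without NPY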
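Test system – HEK293 Y1/CNG channel cell line · Also added – NPY agonist 25 nM, then isoproterenol 1 µM plus Ro 20-1724 25 µM · Compound dosing – one concentration, 3.6 µM, in 0.4% DMSO · Schedule – compound incubation 1 h at room temperature, readout 45 min post-stimulation · Technique – fluorescence, membrane potential probe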
TRPN1 ag = agonists of zebrafish TRPN1 channel. HEK293 zebrafish TRPN1-YFP, Fluo-8 calcium fluorescence; 100% = response to 87 µM carbachol. activation, % at 3 µM. 220,000 tested, 0.18% active;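 active = activation above its plate's cutoff, the mean activation of test wells on that plate plus 3 SD, cut at about 19% in these data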;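 note: 0% = DMSO alone and 100% = 87 µM carbachol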
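System: zebrafish TRPN1-YFP in HEK293 cells / Dosing: 3 µM single point / Timing: dye loading 1 h at 37 °C, then 30 min room temperature / Signal: Fluo-8 calcium fluorescence, excitation 470-495 nm, emission 515-575 nm / Read-out basis: percent activation from peak over basal fluorescence ratio, control-normalized / Control set: high carbachol 87 µM, low DMSO alone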
EP2 antag = blocks the human prostaglandin E2 receptor EP2; P43116; C6 glioma cells expressing human EP2, cAMP TR-FRET; cells stimulated with saturating PGE2; inhibition, % at 25 µM; 260,000 tested, 0.52% active; AID 1422;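 active = percent inhibition above 40 after rounding to a whole number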;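 note: rat C6 glioma host cells with rolipram phosphodiesterase inhibitor present; the protocol text gives 20 µM as final concentration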
PPC-1+TRAIL kill = compounds killing PPC-1 cancer cells with TRAIL present (potentiator screen, no TRAIL-free arm); cell killing (% activity), % at 4 µM; 220,000 tested, 0.41% active; PPC-1 cells + TRAIL, ATPLite viability luminescence;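 active = cell killing above 50% in the first pass at 4 µM, then a duplicate retest at 5 µM averaging 50% or more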;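 note: plate controls were cells with TRAIL plus DMSO for no effect and medium-only wells lacking cells for full effect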
14-3-3 Bad PPI = disrupts binding of bovine 14-3-3 zeta to phospho-Bad peptide. TR-FRET 14-3-3zeta/Dy647-pBad peptide displacement, 1 h. inhibition, % at 21.7 µM. 220,000 tested, 0.71% active. AID 781;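 active = inhibition above about 70%, limit read from the data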;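 note: 0% = full 14-3-3 plus peptide FRET controls and 100% = background without 14-3-3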
Target sequence (P63103 whole entry, looked up): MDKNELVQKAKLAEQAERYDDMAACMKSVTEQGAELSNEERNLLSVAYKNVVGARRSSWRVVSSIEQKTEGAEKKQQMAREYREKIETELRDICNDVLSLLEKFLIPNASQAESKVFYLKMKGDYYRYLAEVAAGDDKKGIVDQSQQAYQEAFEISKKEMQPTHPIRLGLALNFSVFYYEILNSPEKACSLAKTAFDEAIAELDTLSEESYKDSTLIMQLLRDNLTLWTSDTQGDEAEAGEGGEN
TRPML3 agonist = agonists of human TRPML3 channel. Q8TDD5. HEK293 TRPML3-YFP, Fluo-8 calcium fluorescence; 100% = the carbachol control signal. activation, % at 3 µM. 220,000 tested, 0.29% active;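 active = activation above its plate's cutoff, the mean activation of the plate's test wells plus 3 SD, cut at about 12% in these data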;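 note: 0% = DMSO only wells and 100% = carbachol wells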
Target sequence (Q8TDD5 whole entry, looked up): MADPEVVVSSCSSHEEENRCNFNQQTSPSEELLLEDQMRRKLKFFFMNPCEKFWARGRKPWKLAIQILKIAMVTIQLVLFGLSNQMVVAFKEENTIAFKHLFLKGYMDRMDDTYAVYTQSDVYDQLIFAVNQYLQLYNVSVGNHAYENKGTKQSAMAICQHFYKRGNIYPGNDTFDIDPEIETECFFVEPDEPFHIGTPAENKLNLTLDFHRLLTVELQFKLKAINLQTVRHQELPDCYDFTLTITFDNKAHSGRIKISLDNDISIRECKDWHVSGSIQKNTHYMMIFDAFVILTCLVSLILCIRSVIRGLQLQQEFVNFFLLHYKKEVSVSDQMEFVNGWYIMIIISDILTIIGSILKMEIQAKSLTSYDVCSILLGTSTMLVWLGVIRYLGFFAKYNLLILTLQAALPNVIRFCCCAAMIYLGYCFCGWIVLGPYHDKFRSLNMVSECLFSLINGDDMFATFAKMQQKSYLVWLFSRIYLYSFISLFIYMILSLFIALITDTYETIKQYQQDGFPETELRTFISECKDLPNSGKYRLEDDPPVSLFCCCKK
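Test system: TRPML3-YFP stable HEK293 cells. Doses: single point at 3 µM. Incubation: dye loading 1 h 37 °C then 30 min ambient, 125 s read. Signal: Fluo-8 calcium dye fluorescence, ex 470-495, em 515-575 nm. Measure: percent activation from peak-to-basal fluorescence ratio, scaled between DMSO and carbachol.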
NPY1 pot ag = human NPY-Y1 potentiation or agonism, primary screen | P25929 | NPY-Y1 expressing cells, potentiator/agonist activation | activation, % at 3.6 µM | 220,000 tested, 0.37% active | AID 1304; in the data active = activation above about 33%, passing the limit was not always enough;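 note: cells stimulated with NPY at EC10 then isoproterenol at EC100; 0% = low agonist plus stimulus and 100% = saturating agonist plus stimulus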
EP2 mod = EP2 receptor (human) modulation. EP2-expressing cells, cAMP HTRF FRET, PGE2 co-stimulation. induction, % at 25 µM. 260,000 tested, 0.83% active;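 active = compounds whose cAMP rise, as percent of the full-agonist control response, exceeds 60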;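 note: rat C6 glioma line stably carrying human EP2 under a CMV promoter; the protocol text gives 20 µM as final concentration; 100% = response of wells given 1 µM PGE2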
An asterisk follows results filed as active; . = not tested or not shown; & = joins results of further samples; [ ] = remark or other dose. Not all compounds are listed, so the mix of outcomes need not match the whole.

1) CCN(CC)CCNC(=O)c1ccc(NC(=O)c2ccc(Cl)c(S(=O)(=O)Nc3ccccc3OC)c2)cc1
2) O=C(COC(=O)C1(c2ccccc2)CC1)N1CCN(c2ccc(F)cc2)CC1
3) CCn1c(Cc2cccs2)nnc1SCC(=O)NC(C)(C)C
4) CCOC(=O)c1ccc(-n2nc(C)cc2C)cc1
5) O=C(NCc1ccncc1)c1ccc(Oc2ccccc2)cc1
6) COc1cc(/C=C(/C#N)C(=O)Nc2ccccc2)ccc1OCc1ccc(C(=O)O)cc1

entry no.	1	2	3	4	5	6
CHOP inh	41	19	2	10	36	-14
NPY-Y1 antag	-5	-3	-1	.	5	1
TRPN1 ag	1.0	-0.5	0.6	-2.1	5.2	0.8
EP2 antag	16	12	5	7	0	28
PPC-1+TRAIL kill	-13	0	-3	-8	21	21
14-3-3 Bad PPI	23	-3	-3	-1	-8	-8
TRPML3 agonist	0.3	0.6	0.9	-0.5	3.0	0.9
NPY1 pot ag	-13	5	-16	-2	12	12
EP2 mod	-15	8	11	-12	-74	-66

7) O=C(O)C1CC=CCC1C(=O)Nc1ccc(Oc2ccc(Cl)cc2)cc1 (configuration not stated)
8) Cc1ccc(NC(=O)C(C)N2C(=O)C3CC=C(Cl)CC3C2=O)cc1 (configuration not stated)
9) CN1CCN(C(=O)Cn2c(C(F)(F)F)nc3ccccc32)CC1
10) Cc1cccc(C)c1OCC(=O)Nc1ccc(N2CCOCC2)cc1
11) CCN(CC)S(=O)(=O)c1cccc(C(=O)Nc2cc(C)nn2-c2ccccc2)c1
12) CCOc1ccccc1-c1ccc(C(=O)NCc2ccccc2)o1

entry no.	7	8	9	10	11	12
CHOP inh	-4	32	-8	7	7	9
NPY-Y1 antag	-4	9	-1	1	-1	7
TRPN1 ag	-0.3	0.2	1.3	0.5	-0.2	-2.2
EP2 antag	10	8	.	8&6	8	10
PPC-1+TRAIL kill	8	8	11	7	33	6
14-3-3 Bad PPI	7[fluorescence artefact?]	-7	1[fluorescence artefact?]	-8	-10	5
TRPML3 agonist	0.7	-0.5	0.7	0.3	-0.2	-0.3
NPY1 pot ag	4	9	15	4	-19	-43
EP2 mod	-7	-4	17	17&5	22	-57

13) COC(=O)c1nnn(-c2ccccc2)c1N
14) O=C(Nc1ccccc1)N1C2CCC1CC(O)(c1cccnc1)C2 (configuration not stated)
15) Cc1ccc2[nH]c(=O)c(C3=NN(C(=O)CCC(=O)O)C(c4cccs4)C3)c(-c3ccccc3)c2c1 (configuration not stated)
16) CCCCNC(=O)c1cc2c(C)cc(C)cc2[nH]1
17) Cc1nc2ccccc2cc1C(=O)N/N=C/c1ccc([N+](=O)[O-])cc1
18) COc1ccc(C2N(C(=O)c3ccccc3)CCN2C(=O)c2ccc(C)cc2)cc1 (configuration not stated)

entry no.	13	14	15	16	17	18
CHOP inh	29	-26	-8	1	20	9
NPY-Y1 antag	-7	-1	-4	.	0	-6
TRPN1 ag	1.8	0.9	1.8	-2.6	1.5	0.0
EP2 antag	5	14	4	5	14	19
PPC-1+TRAIL kill	31	15	-5	-1	17	-7
14-3-3 Bad PPI	36[fluorescence artefact?]	16	-3[fluorescence artefact?]	-3	6	-12
TRPML3 agonist	1.3	0.4	0.3	-1.5	0.2	0.3
NPY1 pot ag	-8	15	-3	7	-7	-21
EP2 mod	-4	10	24	-83	-34	31

19) Nc1ccc(-c2ccc(N)c(C(=O)O)c2)cc1C(=O)O
20) Cc1cc(C(=O)N/N=C/c2ccc(O)c([N+](=O)[O-])c2)n[nH]1
21) O=C(NCc1ccco1)c1ccccc1-c1ccc(C(F)(F)F)cc1
22) O=C(NCCCO)C(=O)NCCc1ccc(Cl)cc1
23) Cc1c(NC(=O)C(C)Sc2ccccc2)c(=O)n(-c2ccccc2)n1C (configuration not stated)
24) COc1ccc(CN2CCS(=O)(=O)CC2)cc1OC

entry no.	19	20	21	22	23	24
CHOP inh	-13	24	21	3	9	-12
NPY-Y1 antag	.	4	11	1	6	3
TRPN1 ag	4.2	0.8	-1.0	0.4	0.5	2.2
EP2 antag	8	6	12	12	11	4
PPC-1+TRAIL kill	10	24	3	16	24	1
14-3-3 Bad PPI	2	10	-4	-4[fluorescence artefact?]	7	0
TRPML3 agonist	0.4	0.4	-1.2	0.4	-0.1	0.5
NPY1 pot ag	2	5	-10	-21	-8	-25
EP2 mod	27	17	0	-1	15	-3

25) CCOCC(=O)Nc1cc(C(=O)Nc2cccc(C)c2C)ccc1Cl
26) COc1ccc(C(CCN2CCCCC2)c2c(O)cc(OC)cc2OC)cc1 (configuration not stated)
27) CCC(=O)n1nc(-c2ccccc2)nc1NCc1ccccc1
28) Cc1cccc(C)c1-n1c(C)cc(/C=C2\NC(=O)NC2=O)c1C
29) COc1ccccc1Oc1c(C)oc2c(CN3CCOCC3)c(O)ccc2c1=O
30) CCOC(=O)c1sc(NC(=O)c2ccc(S(=O)(=O)N(C)C)cc2)cc1C

entry no.	25	26	27	28	29	30
CHOP inh	0	2	93*	-32	9	26
NPY-Y1 antag	-2	.	11	9	.	-4
TRPN1 ag	-1.8	.	2.5	-0.2	1.0	1.0
EP2 antag	.	-1	6	5	10	7
PPC-1+TRAIL kill	2	26	-16	0	28	39
14-3-3 Bad PPI	.	0	-4[fluorescence artefact?]	-13	-5	-3
TRPML3 agonist	0.2	.	-0.8	-0.3	0.3	1.2
NPY1 pot ag	-9	.	-26	10	-2	19
EP2 mod	5	2	56	2	28	-41

31) Cc1nn(C)c(C(=O)N2CCc3ccccc32)c1Cl
32) CC(C)NC(=O)C(=O)NCCN1CCN(S(=O)(=O)c2ccc(Cl)cc2)CC1
33) CCCc1cc(=O)oc2cc(OCC(=O)N3CCc4ccccc43)ccc12
34) COC(=O)c1cc(Br)c(=O)n(Cc2ccncc2)c1
35) COCC(=O)N/N=C/c1ccc(Sc2nc3ccccc3s2)o1
36) COc1ccc(NC(=O)c2ccc(OC(F)F)cc2)cc1Cl

entry no.	31	32	33	34	35	36
CHOP inh	-13	30	22	5	22	-8
NPY-Y1 antag	-1	-1	1	5	1	6
TRPN1 ag	-0.7	1.9	0.2	0.9	-0.1	-0.2
EP2 antag	8	13	17	11	13	0
PPC-1+TRAIL kill	14	4	6	15	-9	37
14-3-3 Bad PPI	-2[fluorescence artefact?]	10	-4	-4	3	23[fluorescence artefact?]
TRPML3 agonist	-0.5	0.5	0.7	0.4	-1.0	-0.4
NPY1 pot ag	19	-2	-6	17	4	-14
EP2 mod	6	17	10	17	-21	-69

37) CC(=O)Nc1ccc(NC(=O)c2ccccc2N(C)S(C)(=O)=O)cc1
38) C=CCn1c(SCc2csc(C)n2)nc2sc3c(c2c1=O)CCCCC3
39) Cc1nc(-c2ccccc2OC(F)(F)F)[nH]c(=O)c1Cl
40) O=C(c1ccccc1)N(CCN1CCOCC1)C1(C(=O)Nc2ccccc2)CCCCC1
41) O=C(NCc1ccccc1)c1cccc(NC(=O)c2ccco2)c1
42) CSC(=S)N/N=C(\C)c1ccc(Br)cc1

entry no.	37	38	39	40	41	42
CHOP inh	50	44	0	22	18	21
NPY-Y1 antag	3	4	.	6	-3	0
TRPN1 ag	0.8	0.3	0.0	0.1	-1.1	2.4
EP2 antag	8	6	10	16	21	5
PPC-1+TRAIL kill	17	26	3	34	26	6
14-3-3 Bad PPI	-3[fluorescence artefact?]	4[fluorescence artefact?]	-4	2[fluorescence artefact?]	2	-22
TRPML3 agonist	0.3	0.5	0.2	0.3	0.6	0.4
NPY1 pot ag	-2	-30	-19	-8	-10	16
EP2 mod	29	33	-27	16	-14	18

43) CN(C(=O)CC(NC(=O)c1ccccc1)(c1ccccc1)c1ccccc1)c1ccccc1
44) FC(F)(F)c1nnc2c(Sc3ccccc3)nc3ccccc3n12
45) CC(=O)OCCNc1cc(SCc2ccco2)c2nonc2c1[N+](=O)[O-]
46) O=C(OCn1nnc2ccccc2c1=O)C12CC3CC(CC(O)(C3)C1)C2
47) COc1ccc2c(CC(=O)OCC(=O)NC(N)=O)coc2c1
48) CCCCNc1nc2ccccc2nc1Cl

entry no.	43	44	45	46	47	48
CHOP inh	14	33	27	-17	8	35
NPY-Y1 antag	-2	-10	-7	1	.	1
TRPN1 ag	-1.0	0.9	-0.8	1.1	0.0	1.7
EP2 antag	12	5	-4	6	14	6
PPC-1+TRAIL kill	-19	-10	31	-4	13	-15
14-3-3 Bad PPI	-2	1	8	-7	-6	2
TRPML3 agonist	-0.4	0.6	-0.4	1.2	-0.1	1.3
NPY1 pot ag	-2	13	-15	11	-15	-17
EP2 mod	50	-7	-77	-22	-2	-4

Fetched by compound from above, 4 records:
22) O=C(NCCCO)C(=O)NCCc1ccc(Cl)cc1
37) CC(=O)Nc1ccc(NC(=O)c2ccccc2N(C)S(C)(=O)=O)cc1
38) C=CCn1c(SCc2csc(C)n2)nc2sc3c(c2c1=O)CCCCC3
32) CC(C)NC(=O)C(=O)NCCN1CCN(S(=O)(=O)c2ccc(Cl)cc2)CC1

entry no.	22	37	38	32
CHOP inh	3	50	44	30
NPY-Y1 antag	1	3	4	-1
TRPN1 ag	0.4	0.8	0.3	1.9
EP2 antag	12	8	6	13
PPC-1+TRAIL kill	16	17	26	4
14-3-3 Bad PPI	-4[fluorescence artefact?]	-3[fluorescence artefact?]	4[fluorescence artefact?]	10
TRPML3 agonist	0.4	0.3	0.5	0.5
NPY1 pot ag	-21	-2	-30	-2
EP2 mod	-1	29	33	17

Next section:
49) COC(=O)c1cc(Br)c(=O)n(-c2nccs2)c1
50) O=c1c([N+](=O)[O-])c[nH]c2ccccc12
51) Cc1ccccc1OC(=O)C1C(c2ccccc2)C(C(=O)O)C1c1ccccc1 (configuration not stated)
52) COc1cc(C)nc(Oc2ccc(OCCOc3ccc(C)cc3)nn2)n1
53) CC1CCN(C(=O)C2CCN(C(=O)c3cc4sccc4n3Cc3ccc(F)cc3)CC2)CC1
54) COc1ccc(OC(C)C(=O)Nc2ccccc2F)cc1 (configuration not stated)
55) CC(C)c1csc(CN2CCN(Cc3ccccc3)C(CCO)C2)n1 (configuration not stated)
56) Cc1cc(C(C)(C)C)cc(C)c1S(=O)(=O)N1CC(=O)Nc2ccccc21

entry no.	49	50	51	52	53	54	55	56
CHOP inh	-8	23	11	29	71*	8	0	5
NPY-Y1 antag	1	-8	-3	3	-3	6	-1	.
TRPN1 ag	1.6	-0.8	-0.9	0.4	-0.5	0.4	0.6	-2.5
EP2 antag	25	4	4	14	4	5	6	8
PPC-1+TRAIL kill	33	9	-19	0	6	30	8	6
14-3-3 Bad PPI	6	-1	-11	-5[fluorescence artefact?]	33	-2	-7	2
TRPML3 agonist	1.3	0.2	0.8	0.5	-0.2	-0.8	0.7	-1.0
NPY1 pot ag	14	-26	-3	-7	7	-10	7	-6
EP2 mod	65*	12	25	-26	-11	20	-10	12
